High-throughput results deposited in PubChem by National Center for Advancing Translational Sciences (NCATS).
RXFP1 agonist: RXFP1 (human) receptor agonism | AID 2676 | HEK293T-RXFP1 cAMP TR-FRET, 30 min; response scale: percent of porcine relaxin response, buffer zero | Potency, µM (top dose mostly 57.5 µM), for inactives: at the top dose activation, most hits filed as activators | Q9HBX9 | 370,000 compounds, 0.3% hits; also: potency is read from the fitted curve at half-maximal effect; % is scaled to controls: 0 for no effect and ±100 for the full control effect; nearly all actives have a fitted effect of over 60% in size; many of its hits are not listed in these tables
Target sequence (Q9HBX9 whole entry, looked up): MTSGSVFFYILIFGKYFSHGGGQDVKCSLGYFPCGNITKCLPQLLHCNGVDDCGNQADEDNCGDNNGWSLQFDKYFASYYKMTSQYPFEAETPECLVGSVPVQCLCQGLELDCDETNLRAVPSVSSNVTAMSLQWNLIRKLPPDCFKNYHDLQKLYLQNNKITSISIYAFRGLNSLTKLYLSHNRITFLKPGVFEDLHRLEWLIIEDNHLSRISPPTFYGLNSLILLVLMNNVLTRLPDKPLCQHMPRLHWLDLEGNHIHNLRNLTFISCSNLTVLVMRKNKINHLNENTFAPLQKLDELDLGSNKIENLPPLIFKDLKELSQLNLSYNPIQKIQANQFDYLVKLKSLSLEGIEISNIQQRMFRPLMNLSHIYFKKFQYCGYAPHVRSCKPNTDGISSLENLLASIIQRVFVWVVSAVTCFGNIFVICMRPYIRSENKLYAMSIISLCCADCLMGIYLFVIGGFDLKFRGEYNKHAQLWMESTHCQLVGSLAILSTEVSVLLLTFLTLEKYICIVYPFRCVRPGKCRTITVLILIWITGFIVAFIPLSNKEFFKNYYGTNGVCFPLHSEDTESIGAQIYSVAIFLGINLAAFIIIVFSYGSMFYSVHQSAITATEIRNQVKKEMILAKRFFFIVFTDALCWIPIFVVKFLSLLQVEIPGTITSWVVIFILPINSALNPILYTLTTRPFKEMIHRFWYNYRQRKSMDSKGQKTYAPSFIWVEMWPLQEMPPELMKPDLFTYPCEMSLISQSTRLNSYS
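Agonist response is measured as cAMP accumulation in an RXFP1-transfected HEK293T line under PDE4 inhibition. Values are scaled between buffer-only and 29 nM porcine relaxin, and EC50s come from standard Hill equation fits.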
Vif-APOBEC3G blk: blocks the Vif interaction with human APOBEC3G. 410,000 compounds, 0.076% hits. AID 602310. Q9HC16. HeLa A3G-eYFP + Vif (tagged APOBEC3G with the HIV-1 protein that degrades it), YFP fluorescence, overnight. Potency, µM (titrated, usually from 46.1 µM), for inactives: at the top dose activity, negative = active, hits mostly inhibitors;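 also: potency is read from the fitted curve at half-maximal effect; % is scaled to controls: 0 for no effect and ±100 for the full control effect; nearly all actives have a fitted effect of over 60% in size; hits raise eYFP signal because A3G escapes Vif-driven loss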
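HeLa cells stably expressing Vif and C-terminally eYFP-tagged A3G, seeded overnight at 37 deg C, then exposed to compound by pintool overnight at 37 deg C. Rise in yellow fluorescence (Ex 488/Em 500-530, Acumen) marks blocked Vif-driven A3G degradation.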
RXFP1 antagonist: antagonists of human relaxin receptor RXFP1 | Q9HBX9 | HEK293-RXFP1, relaxin-stimulated cAMP HTRF, 30 min; hits give low values | activity change, negative = inhibition, % at 57.5 µM | 350,000 compounds, 0.59% hits | AID 1259400;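 active = activity change of -60% or lower, but not beyond a set lower limit; inconclusive = change between -60% and -40%, or beyond the set limit; inactive = change above -40%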; also: % is scaled to controls: 0 for no effect and ±100 for the full control effect
D1 ag: human D1 receptor agonism | 360,000 compounds, 1% hits | HEK293 T-REx D1 cells, calcium flux, agonist mode | P21728 | AID 504660 | activation, % at 2 µM; in the data active = activation above about 30%; also: 0% is about no effect
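Tetracycline-induced HEK293 TREx D1 cells, force-coupled to calcium signalling, were dye-loaded with a no-wash calcium kit. Compound was pin-added after a 10 s baseline. Fluorescence was read kinetically at 1 cycle/s for 180 s, with calcium rises flagged as agonism.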
D1 PAM: enhances dopamine response at the human D1 receptor; P21728; HEK293 TREx D1 cells, calcium flux, dopamine EC20 potentiation; potentiation, % at 10 µM; 360,000 compounds, 0.036% hits; in the data active = potentiation above about 30%; also: 0% is about no effect
GRP78 ERSR act: induces the endoplasmic reticulum stress response in human glioma cells; U87-MG GRP78 promoter luciferase reporter, 16 h; Potency, µM, for inactives: top-dose activation, most hits filed as activators; 420,000 compounds, 0.02% hits; AID 602332; also: potency is read from the fitted curve at half-maximal effect; series mostly up to about 76 µM; % of control where 0% means no effect; nearly all actives have a fitted effect of over 35% in size
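Stably transfected U87-MG glioma cells carrying a GRP78-based luciferase sensor; 16 h compound incubation. Luminescence end-point read 10 min after Bright-Glo addition at room temperature.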
D2 potentiator: positively modulates the human D2 dopamine receptor allosterically; P14416; HEK293 T-REx D2, calcium flux, EC20 dopamine potentiation; potentiation, % at 10 µM; 340,000 compounds, 0.34% hits;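 active = potentiation over 3 SD above the plate norm, cut at about 30% in these data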; also: 0% is about no effect
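Cells plated with tetracycline inducer and held overnight at 30 C; calcium dye loaded 30–90 min at room temperature; baseline taken, compound added and read 180 s; EC20 dopamine then added and read 180 s.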
Vif-APOBEC3F blk: blocks the Vif interaction with APOBEC3F. 390,000 compounds, 0.2% hits. Potency, µM (series often up to 46.1 µM), inactives show at the highest dose activity, negative = active. AID 602313. HeLa A3F-eYFP + Vif (tagged APOBEC3F with the HIV-1 protein that degrades it), YFP fluorescence increase; also: potency is read from the fitted curve at half-maximal effect; % of control where 0% means no effect; nearly all actives have a fitted effect of over 65% in size
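HeLa cells stably expressing Vif plus C-terminally eYFP-tagged A3F were seeded, incubated overnight at 37 deg C, dosed with compound, incubated overnight again at 37 deg C. Yellow fluorescence (Ex 488/Em 500-530) reported blocked Vif-mediated A3F-eYFP degradation.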
D1 antagonist: antagonists of human D1 dopamine receptor | HEK293 TREx D1 cells, calcium flux, dopamine EC80; hits give low values | activity change, negative = inhibition, % at 10 µM | 360,000 compounds, 3.2% hits | AID 504652; in the data active = activity change below about -30%; also: % is scaled to controls: 0 for no effect and ±100 for the full control effect
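After overnight tetracycline induction at 30 C, force-coupled D1 HEK293 cells took up a no-wash calcium dye at room temperature. Compounds were added and monitored 180 s, and the response to EC80 dopamine was then recorded.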
Active calls of the source: *; ? = inconclusive; nt = not tested or not shown. Unless noted, calls follow the shape of the dose curve; as a rule, active = well fitted curve in the direction sought with a large enough effect; inconclusive = small, poorly fitted or top-dose-only effect, or another doubt; inactive = no such curve, though single readings can be large; an effect the other way counts as inactive or inconclusive. The list is partial; count on the stated rates, not on these rows.

The line under a structure holds: RXFP1 agonist, Vif-APOBEC3G blk, RXFP1 antagonist, D1 ag, D1 PAM, GRP78 ERSR act, D2 potentiator, Vif-APOBEC3F blk, D1 antagonist
O=C(Cc1cccs1)Nc1ccccc1F
→ 5.7%, 0.2%, -7.8, 1.3, -3.5, 1.0%, -11.9, 1.1%, 8.4
Cc1ccc(C)c(NC(=O)CN2CCSc3ccc(S(=O)(=O)N4CCCC4)cc32)c1
→ 5.5%, -2.6%, nt, 1.0, -2.9, -4.6%, nt, -3.0%, -5.3
CCOC(=O)c1ccc(N2C(=O)CC(N(C)Cc3ccccc3)C2=O)cc1 (centres undefined)
→ -0.2%, -11.8%, -12.3, 1.2, 7.1, -2.9%, 9.9, -7.2%, -1.7
COc1ccc(-c2nnc(-c3cccs3)o2)cc1OC
→ 3.2%, 0.7%, 1.9, 2.0, -0.6, 4.8%, 6.6, -4.5%, -11.0
Cc1cc(C(=O)OCC(=O)Nc2cc(S(=O)(=O)N(C)C)ccc2C)c2ccccc2n1
→ 4.1%, 3.7%, -33.9, 7.4, 12.1, -5.0%, -24.2, 7.2%, -12.3
CC(C(=O)c1ccccc1)C(O)c1ccccn1 (centres undefined)
→ nt, -1.1%, 1.2, nt, nt, 3.5%, nt, ?, nt
Cc1ccc(C(=O)C(=O)c2ccc(C)c(N)c2)cc1N
→ -2.2%, -4.6%, -7.8, 3.6, -4.7, -1.7%, 0.7, -19.7%, 2.9
O=C(CSc1nncs1)Nc1ccc(S(=O)(=O)N2CCCC2)cc1
→ -1.6%, 7.6%, 6.8, 2.4, 3.1, -3.9%, -2.8, -17.2%, -14.9
CCOC(=O)NC(=O)c1cn(C(CC)CO)c(=O)[nH]c1=O (centres undefined)
→ -1.1%, 0.6%, -9.1, 3.2, -6.0, -3.6%, -0.3, -6.3%, -12.1
Cc1ccc(NC(=O)Cn2c(=O)n(Cc3ccc4c(c3)OCO4)c(=O)c3ccc(C(=O)NC4CCCCC4)cc32)cc1
→ 9.7%, 0.0%, nt, 4.7, -0.3, -2.8%, 20.7, -3.2%, 1.0
CN1CCc2c(n(CC(O)CNCc3ccccc3)c3ccccc23)C1=O (centres undefined)
→ 0.5%, -1.5%, -13.4, 9.0, -4.2, -4.5%, -19.9, -0.6%, -6.6
COc1cccc(CNC(=O)CCC2CCCN(C(=O)Cc3ccccc3F)C2)c1 (centres undefined)
→ 0.7%, -0.6%, -10.5, 0.9, -2.0, 3.0%, 8.0, -0.4%, 5.1
CC(=O)Nc1ccc(N2CCCCC2)c(C(=O)Nc2cccc(C)c2)c1
→ 1.3%, 2.1%, 7.0, 0.1, -10.1, -1.6%, 4.9, 7.0%, -6.2
O=C(Nc1nc(C2C3CC4CC(C3)CC2C4)cs1)c1cc2cc([N+](=O)[O-])ccc2oc1=O (centres undefined)
→ -0.8%, 2.6%, -6.6, 3.5, 2.9, -5.6%, 7.7, -21.3%, 1.2
Nc1c(-c2n[nH]c(=S)n2-c2ccc(Cl)cc2Cl)cnn1-c1ccccc1
→ 2.3%, -5.3%, -19.9, 26.9, 4.6, 2.4%, 8.2, 13.9%, 17.7
CCOC(=O)N1CCN(Cc2nc3cc(NC(=O)c4cccs4)ccc3n2CC)CC1
→ 3.2%, ?, -26.5, 0.8, 1.4, 3.4%, 13.1, 1.3%, -7.3
CC(=O)C1C(c2cccc([N+](=O)[O-])c2)C2C(C)=NN=C2CC1(C)O (centres undefined)
→ -0.4%, -1.7%, -9.1, -0.1, 1.0, -3.5%, 14.5, -2.9%, 8.1
Fc1ccccc1OCCCn1ccnc1
→ 1.0%, -1.2%, 0.6, 3.3, 2.4, 8.5%, 3.1, 1.3%, -4.5
CCOC(=O)c1cc2c(=O)n3ccccc3nc2n(CC2CCCO2)c1=NC(=O)c1cccc(C)c1 (centres undefined)
→ 5.3%, -3.7%, nt, -1.6, 0.5, -3.2%, 2.6, 1.3%, 1.1
Cc1ccc(-c2noc(-c3ccccc3C(=O)N3CCCC3)n2)cc1
→ 0.6%, 1.1%, 0.4, 0.2, -0.3, 4.6%, 19.9, 5.9%, -9.1
Cc1cccc(N2CCN(Cc3nc(-c4ccccc4Cl)oc3C)CC2)n1
→ -0.1%, 4.4%, -3.9, 0.9, -6.8, -3.2%, -5.3, 7.7%, -31.3*
Cc1cc(-n2nc(C)cc2C)nc(NS(=O)(=O)c2ccccc2Cl)n1
→ -0.3%, -0.4%, 1.2, -1.7, -0.2, -4.4%, 1.7, -0.6%, nt
C(=N\N(c1ccccc1)c1ccccc1)/c1ccc(N2CCOCC2)s1
→ -1.7%, -4.3%, -15.5, 1.7, 0.9, -2.0%, 8.1, 1.5%, 10.2
COc1ccccc1N1CCN(/N=C/c2cccc(Cl)c2)CC1
→ 1.2%, -5.3%, -14.8, 8.9, -2.6, 7.9%, 10.2, -3.6%, 31.5
Cc1cc(C)cc(NC(=O)Cn2cc(C(=O)c3ccncc3)c(=O)c3cc(C)c(C)cc32)c1
→ 3.4%, nt, -9.7, 2.3, -0.8, nt, -28.4, nt, 3.2
O=C(NCC1CC1)c1onc(CSc2ccc(F)c(F)c2)c1C(=O)NCC1CC1
→ -0.2%, -4.0%, nt, 4.9, -7.5, -1.6%, -6.6, 5.2%, 1.8
O=C(CCCOc1ccccc1)Nc1ccc(Cl)cn1
→ 0.8%, -4.2%, -14.9, 1.6, -5.8, 3.3%, nt, -14.9%, -5.2
COc1ccccc1N1CCN(Cc2cc(=O)c(OCC(=O)NC(C)C)co2)CC1
→ 1.7%, -2.7%, -1.1, 3.3, 0.6, -1.2%, 2.9, -13.1%, 6.3
O=C(O)CCCNC(=O)CCn1nnc2ccccc2c1=O
→ 6.2%, -6.9%, 4.0, 2.4, 0.1, -2.3%, -2.1, 3.0%, -1.6
CCOc1ccc(C2C(C(=O)c3ccco3)=C(O)C(=O)N2CCN2CCOCC2)cc1 (centres undefined)
→ 7.2%, 3.3%, 18.0, 2.5, -4.3, 3.7%, -4.0, 2.7%, 4.8
[N-]=C=C1C(=O)NC(=O)C([n+]2ccc(-c3ccncc3)cc2)C1c1ccccc1C(F)(F)F (centres undefined)
→ -5.0%, -3.7%, -3.1, 2.8, 1.9, -1.0%, 3.2, 3.5%, -13.2
CC1CCCN(C(=O)CSc2nnc3ccccn23)C1 (centres undefined)
→ -0.7%, 0.4%, 3.6, 0.1, 5.1, 2.2%, 16.7, 5.1%, 5.7
COc1ccc(C(C(N)=O)c2ncc(C(F)(F)F)cc2Cl)cc1OC (centres undefined)
→ -1.0%, -4.7%, 6.1, 2.5, -6.0, -3.4%, -10.2, -0.1%, 3.1
COc1ccc(C(=O)N/N=C/C(C)c2ccccc2)cc1OC (centres undefined)
→ 0.6%, -5.0%, -19.8, 0.9, -3.5, -1.7%, nt, 3.7%, -2.0
COCCn1c(SCC(=O)Nc2ccc(F)cc2)nc2c([nH]c3ccccc32)c1=O
→ -2.4%, 1.8%, 4.3, 0.7, -0.9, 1.8%, -1.1, 1.9%, 13.5
COc1ccccc1-n1c(=O)c2c3c(sc2n(C)c1=O)CN(C(C)=O)CC3
→ 3.9%, 4.2%, -22.3, 5.6, -0.4, -0.5%, 18.1, 0.0%, -18.7
Cc1nc2sc3c(c2c(=O)n1NC(=O)CCBr)CCCC3
→ 15.1%, -24.3%, 7.2, 3.4, 7.2, -5.7%, -3.4, -5.7%, 1.9
COc1ccc(-c2noc(CNC(=O)c3cc(OC)c(OC)c(OC)c3)n2)cc1
→ 0.3%, 5.8%, nt, 1.4, 0.2, -0.7%, -2.9, 6.2%, 0.3
CCC(C(=O)Nc1nc(C)cs1)c1ccccc1 (centres undefined)
→ 0.1%, 0.6%, -8.0, 2.8, -5.5, -1.4%, 4.1, 2.2%, -8.2
O=C(CCN1C(=O)/C(=C\c2ccccc2Cl)SC1=S)N1CCN(c2ccccc2)CC1
→ -0.1%, -3.9%, 0.5, 2.5, -5.5, -0.8%, 9.0, -17.2%, 5.8
COc1ccc(CN2CCN(CCCc3ccccc3)C(CCO)C2)c(OC)c1 (centres undefined)
→ 0.0%, -2.4%, 9.6, -3.2, -1.8, -3.0%, 7.5, 5.8%, -17.3
Cc1ccc(C)c(CSc2cn(CC(=O)N3CCCC3)c3ccccc23)c1
→ 17.9%, -6.6%, -74.1*, 2.0, -6.8, 1.7%, -4.0, 1.4%, -7.7
COc1ccc(OC)c(CCNC(=O)CCn2nc(C)c3c(C)n(-c4ccccc4)nc3c2=O)c1
→ 0.0%, -0.5%, -6.8, -1.1, 3.9, -5.4%, -10.1, 7.0%, 19.3
CC(C)NC(=O)/C=C/C(=O)O
→ 0.4%, 3.8%, -25.3, 0.2, 1.4, -2.2%, -2.8, -2.1%, 17.8
O=C(c1cccs1)N1CCN(S(=O)(=O)N2CCCCC2)CC1
→ -0.7%, 0.1%, -3.8, -0.1, -1.1, -0.4%, 2.9, -5.3%, 4.9
Cc1nc2sc(C(c3cccs3)N3CCC(C(N)=O)CC3)c(O)n2n1 (centres undefined)
→ -0.3%, 1.2%, -4.6, 0.7, 4.5, -2.7%, 11.8, 2.3%, 1.5
O=C(NC1C=CS(=O)(=O)C1)c1ccccc1 (centres undefined)
→ -0.2%, -1.8%, 2.2, 1.0, 13.8, -2.4%, 7.4, 15.9%, -9.1
O=C1CC(C(=O)Nc2ccccc2)N=C(N2CCOCC2)N1 (centres undefined)
→ 0.9%, -0.9%, -10.7, 1.0, -4.5, -5.0%, 4.1, 3.7%, 9.0
